Screening results as filed in PubChem.
H9c2 TAG inh – triacylglycerol accumulation inhibition; H9c2 cells, Nile Red lipid (TAG) fluorescence; cells loaded with 200 µM oleic acid; inhibition, % at 12.5 µM; 230,000 tested, 0.66% active;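 active means pattern-corrected inhibition of lipid staining of at least 50% with the nuclear-stain viability signal not falling by more than 50%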;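 further: 0% = DMSO wells and 100% = triacsin C control wells; some results filed as inactive read as strong as hits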
H9c2 TAG inh DAPI viability – second read-out of H9c2 TAG inh, no call of its own (marks repeat the call); DAPI nuclei signal change (viability), lower = more cytotoxic, %;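 whole-well DAPI fluorescence read on a plate reader as a viability signal; minus 50 percent equals half of cells still viable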
Active calls of the source: *. This is a subset; the hit share may differ from the screen's.

Each structure is followed by: H9c2 TAG inh	H9c2 TAG inh DAPI viability
[1] CCCC(=O)N1CCC1(C)C(=O)Nc1ccc2c(c1)CCN2C(C)=O (stereo not given)
  14	-15
[2] Cc1cc(C(=O)Nc2cccc(-c3ccc(N4CCOCC4)nn3)c2)ccc1[N+](=O)[O-]
  6	6
[3] COc1ccccc1-c1nnc(SCC(=O)O)n1-c1ccccc1
  3	1
[4] Cc1cc(C)c(S(=O)(=O)c2ccccc2)c(OC(=O)c2c(F)cccc2Cl)n1
  3	3
[5] CCOCC(=O)Nc1cc(C)on1
  12	5
[6] CS(=O)(=O)Nc1cccc(-c2cn3ccccc3n2)c1
  4	-3
[7] CC(=O)NCc1ccc(C(=O)O)cc1
  2	-4
[8] Cc1cccc(N2C(=O)CC(SC(=Nc3ccccc3)Nc3ccccc3)C2=O)c1 (stereo not given)
  -9	6
[9] C#CCN1C(=O)S/C(=C\c2cc3c(cc2OC)OCO3)C1=O
  -12	-2
[10] O=C(/C=C/c1ccco1)N1CCC(Cc2ccccc2)CC1
  4	-4
[11] Cc1ccc(/C=N/NC(=O)c2c(C)nc3ccc(Br)cn23)cc1
  56*	-31*
[12] COc1cc(NCCC(=O)c2cccs2)c(OC)cc1Cl
  -1	3
[13] C[C@@H]1CN([C@H](C)CO)C(=O)CCCn2cc(nn2)CO[C@H]1CN(C)C(=O)Nc1cccc(F)c1
  -4	-5
[14] COc1ccc(Cl)cc1NC(=O)CCN1C(=O)C2CC=CCC2C1=O (stereo not given)
  1	2
[15] CCCn1c(SCC(=O)N2CCc3ccccc3C2)nc(O)cc1=O
  -13	5
[16] Cn1cc(SCC(=O)NC2CCCC2)c2ccccc21
  6	-9
[17] COc1ccc(/C=N/NC(=O)c2cc(-c3cccnc3)nc3ccccc23)c(OC)c1
  -5	8
[18] COc1ccc(NC(=O)O/N=C/c2ccncc2)cc1
  -4	-2
[19] O=C(CN1CCN(Cc2ccccc2)CC1)NC(=O)NC1CCCCC1
  0	16
[20] CCOC(=O)c1sc(=S)n(C)c1C
  14	-13
[21] CCCNS(=O)(=O)c1cccc2cccnc12
  -13	-5
[22] COc1ccccc1C(=O)NCCCCNC(=O)c1ccccc1OC
  9	-7
[23] CC(C)CCNC(=O)C(c1ccncc1)N(Cc1cccs1)C(=O)Cn1nnc(-c2ccc(F)cc2)n1 (stereo not given)
  16	-7
[24] CC(C)(C)[C@@H]1COC(=O)[C@H](Cc2ccc(F)cc2)C/C=C\C[C@@H](CC(=O)NCCO)C(=O)N1
  -10	0
[25] COc1ccc(N2CCN(CC(=O)NCc3ccc(Cl)cc3)CC2)cc1
  -14	5
[26] O=C(O)COc1ccc(/C=C2\SC(=Nc3ccccc3)N(c3ccccc3)C2=O)cc1
  6	9
[27] COc1ccc(NS(=O)(=O)N2CCCCC2)cc1
  -9	6
[28] O=[N+]([O-])c1ccc(OCC(O)CN2CCN(c3ccccc3F)CC2)cc1 (stereo not given)
  3	3
[29] Nc1nc(SCc2ccccc2)c2ncn(C3CCCCC3)c2n1
  24	1
[30] Cc1nc(NC(=O)c2ccccc2)sc1C1(C)CC(c2ccccc2F)=NO1 (stereo not given)
  -12	-9
[31] COc1cccc(C(=O)NCCSCc2ccccc2Cl)c1
  -1	7
[32] Cc1cc(CNC(=O)CCc2nnc(CCCc3ccccc3)o2)nn1C
  14	-9
[33] CCCOc1ccc(/C=N/O)cc1
  -9	9
[34] O=C(CN1C(=O)NC(c2ccccc2)(c2ccccc2)C1=O)NCc1ccco1
  -5	-6
[35] O=C(COc1ccccc1[N+](=O)[O-])N/N=C/c1ccc(O)c([N+](=O)[O-])c1
  13	-6
[36] O=C(O)c1sc2ncccc2c1OCc1ccccc1
  -4	-3
[37] COc1ccc(/C=C2\SC(=O)N(CCCC(=O)Nc3ccc(C(=O)O)cc3)C2=O)cc1
  0	-7
[38] O=C(c1ccco1)N1CCN(c2nc3ccccc3n3nnnc23)CC1
  -19	20
[39] O=C(CNC(=O)c1ccc2c(c1)OCO2)Nc1cccc(Br)c1
  16	-4
[40] Cc1ccc(S(=O)(=O)NCCC(=O)NC2CCCCC2)cc1
  2	-5
[41] COc1cccc(NC(=O)COC(=O)Cc2ccccc2[N+](=O)[O-])c1
  2	0
[42] COc1ccc(C)cc1S(=O)(=O)N1CCC(C(=O)N2CCN(C)CC2)CC1
  10	3
[43] COc1cc(NC(=O)COC(=O)/C=C/c2c(C)nn(C3CCS(=O)(=O)C3)c2Cl)cc(OC)c1OC (stereo not given)
  18	3
[44] Cc1nc2ccccc2c(=O)n1-c1ccc(F)c(NS(=O)(=O)c2ccccc2F)c1
  1	6
[45] Cc1ccccc1C(=O)NC(CC(C)C)C(=O)Nc1ccc(S(N)(=O)=O)cc1 (stereo not given)
  2	-3

An excerpt from above in order of molar mass, ascending.
Each structure is followed by: H9c2 TAG inh	H9c2 TAG inh DAPI viability
[36] O=C(O)c1sc2ncccc2c1OCc1ccccc1
  -4	-3
[31] COc1cccc(C(=O)NCCSCc2ccccc2Cl)c1
  -1	7
[45] Cc1ccccc1C(=O)NC(CC(C)C)C(=O)Nc1ccc(S(N)(=O)=O)cc1 (stereo not given)
  2	-3
[37] COc1ccc(/C=C2\SC(=O)N(CCCC(=O)Nc3ccc(C(=O)O)cc3)C2=O)cc1
  0	-7
[43] COc1cc(NC(=O)COC(=O)/C=C/c2c(C)nn(C3CCS(=O)(=O)C3)c2Cl)cc(OC)c1OC (stereo not given)
  18	3

Continuation.
Each structure is followed by: H9c2 TAG inh	H9c2 TAG inh DAPI viability
[46] c1ccc2[nH]c(N3CCOCC3)nc2c1
  0	12
[47] COCCn1c(N)c(C(=O)c2cccc(S(=O)(=O)N3CCCCCC3)c2)c(=O)[nH]c1=O
  -6	-2
[48] CC(C)CN(C(=O)CN1C(=O)NC(c2ccccc2)(c2ccccc2)C1=O)C1CCS(=O)(=O)C1 (stereo not given)
  3	2
[49] Cc1ccc(S(=O)(=O)N2CCN(C(=O)n3ccnc3)CC2)cc1
  -12	7
[50] C[C@H](CO)N1C[C@H](C)[C@@H](CN(C)Cc2ccc(Cl)c(Cl)c2)Oc2c(NC(=O)C3CCOCC3)cccc2C1=O
  -1	8
[51] CCOCCN1CCN(C2c3ccccc3CSc3ccccc32)CC1 (stereo not given)
  -38	7
[52] CCN(CC(=O)Nc1ccccc1C(F)(F)F)C(=O)CSCc1c(C)noc1C
  -3	-1
[53] O=C(/C=C/c1ccccc1)CC(=O)c1ccccc1
  -2	5
[54] Cc1nn(-c2ccccc2)nc1CNS(C)(=O)=O
  11	1
[55] O=C(NC(=S)Nc1cccc2ncccc12)c1ccco1
  0	0
[56] COc1ccc(NC(=O)C2CCN(Cc3cnn(-c4ccccc4)c3-n3cccc3)CC2)cc1OC
  -13	1
[57] COc1nc(N(C)C)nc(-n2nnc(C(C)=O)c2C)n1
  1	1
[58] O=C(COC(=O)/C=C/c1cccc(F)c1)NC(=O)NC1CCCC1
  6	4
[59] COc1ccc(OCCCC(=O)OC(C)C(=O)Nc2cccc(C(C)=O)c2)cc1 (stereo not given)
  4	4
[60] Cc1ccc(Cl)cc1NC(=S)N/N=C/c1cccc2ccccc12
  69*	-25*
[61] C#CCNc1nc(C(C)C)nc2c1nnn2Cc1ccccc1F
  -1	-1
[62] COc1ccc(C2(C)NC(=O)N(CC(=O)NC3(C#N)CCCCC3)C2=O)cc1 (stereo not given)
  15	3
[63] COc1ccc(S(N)(=O)=O)cc1-c1nnc2c3ccccc3c(C)nn12
  5	1
[64] FC(F)(F)c1cc(-c2ccco2)nc(NCc2cccnc2)n1
  -1	9
[65] CCN(CC)C(=O)CP(=O)(c1ccccc1)c1ccccc1
  3	-11
[66] CC(C)n1c(SCC(N)=O)nc2c1c(=O)[nH]c(=O)n2C
  -15	12
[67] CCOC(=O)c1c(NC(=O)CSc2nnc(CNc3ccc(C)cc3C)o2)sc(C)c1C
  7	-11
[68] Cc1nccc(-c2ccc3c(c2)OCO3)n1
  9	-1
[69] Clc1ccc(SCc2cn3ccsc3n2)cc1
  -16	3
[70] CC(C)NC(=O)CN1CCN(C(=O)c2ccc3oc(CCCc4ccccc4)nc3c2)CC1
  12	1
[71] O=C(/C=C/Nc1ccc(OC(F)(F)F)cc1)C(F)(F)F
  -30	12
[72] O=C(COC(=O)c1cc(NS(=O)(=O)c2cccs2)ccc1O)Nc1ccc(F)c(F)c1F
  16	4
[73] CC(C)=CC(=O)OCC(=O)Nc1cc([N+](=O)[O-])ccc1F
  -4	8
[74] CC(=O)Nc1ccc(C)c([N+](=O)[O-])c1
  -3	0
[75] COc1ccccc1CNC(=O)C(=O)NCC1OCCN1C(=O)c1ccc(Cl)cc1 (stereo not given)
  1	-5

Entries of single compounds as entered above. Values in the order: H9c2 TAG inh	H9c2 TAG inh DAPI viability
`CC(=O)Nc1ccc(C)c([N+](=O)[O-])c1` is entered as -3	0
`CC(C)NC(=O)CN1CCN(C(=O)c2ccc3oc(CCCc4ccccc4)nc3c2)CC1` is entered as 12	1
`Cc1nccc(-c2ccc3c(c2)OCO3)n1` is entered as 9	-1
`COc1ccc(S(N)(=O)=O)cc1-c1nnc2c3ccccc3c(C)nn12` is entered as 5	1

The listing continues:
Each structure is followed by: H9c2 TAG inh	H9c2 TAG inh DAPI viability
[76] COc1cc(NC(=O)COC(=O)c2ccc3ccccc3n2)cc(OC)c1
  -2	3
[77] O=C(NCc1ccccc1C(F)(F)F)C1CCC(=O)N(C2CCCCCC2)C1 (stereo not given)
  -2	3
[78] CN(Cc1ccccc1)C(=O)c1csc([C@@H]2O[C@H](CO)[C@@H](O)[C@H]2O)n1
  5	14
[79] CC(=O)Nc1ccc(S(=O)(=O)N2CCC(C(=O)O)(c3ccccc3)CC2)cc1
  -5	11
[80] O=S(=O)(c1ccc(F)cc1)N1CCN(C(=S)NCC2CCCO2)CC1 (stereo not given)
  -16	3
[81] C/C(=C\C(=O)c1ccccc1)NCc1ccc(F)cc1
  -32	-5
[82] Cc1cc(NC(=O)COC(=O)C2CC2)ccc1Br
  -3	2
[83] CCOc1ccc(S(=O)(=O)NCc2ccco2)cc1
  -23	3
[84] COc1ccc(OC)c(/C=C/c2ccnc3ccccc23)c1
  18	-12
[85] CC(C)C(c1nnnn1Cc1ccc(F)cc1)N1CCN(C(=O)c2ccco2)CC1 (stereo not given)
  0	1
[86] CN1CCN(c2ccccc2NC(=O)c2ccc([N+](=O)[O-])cc2Cl)CC1
  -5	-2
[87] CCNC(=O)C1(C)CCN(C(=O)c2cc(C)oc2C)C1 (stereo not given)
  1	-4
[88] C[C@H]1CCC(=O)N([C@H](CSc2ccccc2)Cc2ccccc2)CC1
  -55	1
[89] Cc1c(NC(=O)CSc2ncnc3c2cnn3-c2ccccc2)c(=O)n(-c2ccccc2)n1C
  14	0
[90] COc1ccc(CC(N)c2csc(NC(=O)c3cc(C(C)(C)C)nn3Cc3ccccc3)n2)cc1 (stereo not given)
  112*	-22*
[91] O=C(NNc1nc(-c2ccc(Br)cc2)cs1)c1ccco1
  21	-6
[92] O=S(=O)(CCN1CCSCC1)c1ccccc1
  0	-8
[93] CCNc1cc(=O)n(C)c(=O)n1C
  -13	1
[94] O=C(c1cc(Cl)cc(Cl)c1)N1CCC(=O)N(C(COCc2ccccc2)Cc2ccccc2)CC1 (stereo not given)
  -11	-6
[95] Cc1cc(C(=O)OCC(=O)NC2CCC(C)CC2)c(C)o1 (stereo not given)
  -13	4
[96] COc1ccccc1C(=O)NC(CCSC)C(=O)NCCCn1nc(C)cc1C (stereo not given)
  -26	-2
[97] CC1(C)CC2CC(C)(CN2C(=O)COC(=O)Cn2[nH]c(=O)c3ccccc3c2=O)C1 (stereo not given)
  0	17
[98] N#Cc1nc(Cc2ccccc2)oc1N1CCC(C(N)=O)CC1
  -9	12
[99] CC(=O)c1c(C)[nH]c(C(=O)OCC(=O)NCCCc2ccccc2)c1C
  -9	-4
[100] Cc1ccc(NC(=O)Nc2ccc3c(c2)CCC3)c(C)c1
  -13	0
[101] CC(C)COc1cc(=O)[nH]c(SCC(C)C)n1
  -18	4
[102] C=CCOc1ccc(/C=C2\SC(=Nc3cccnc3)NC2=O)cc1
  12	3
[103] O=C(O)c1ccc2c(=O)n3cc(C(=O)c4ccccc4O)cc(Cl)c3nc2c1
  -1	12
[104] Cc1ccc(-c2ccc(C3C(C#N)=C(N)Oc4n[nH]c(C)c43)o2)cc1 (stereo not given)
  -22	12
[105] COc1ccc(OC)c(/C=N/N=C(\N)c2nonc2N)c1
  9	-7
[106] CCCN(C(=O)Cn1nc(C)c([N+](=O)[O-])c1C)c1c(N)n(Cc2ccccc2)c(=O)[nH]c1=O
  4	3
[107] CCCCNC(=O)c1onc(CSc2cccc(F)c2)c1C(=O)O
  -11	-3
[108] CCC(=O)c1cc(Br)ccc1OCC(=O)N1CCN(S(=O)(=O)c2ccccc2)CC1
  7	-1
[109] CCN(CC)c1ncnc2sc(C(=O)N3CCN(c4ccc(OC)cc4)CC3)c(C)c12
  -3	-4
[110] CN1CCC(NC(=O)c2cc(-c3cccc(Br)c3)nc3ccccc23)CC1
  42	-3
[111] CCOC(=O)N1CCN(c2c(NCCc3ccccc3)c(=O)c2=O)CC1
  0	2
[112] O=C(CSc1nnc(-c2ccccn2)o1)Nc1ccccc1
  -4	-8
[113] Cc1cc(C)n2c(SCC(=O)Nc3cc(S(=O)(=O)N(C)C)ccc3C)nnc2n1
  -12	2
[114] COC(=O)c1nc2cc(C)ccn2c1F
  7	-12
[115] CC(=O)N1CCc2cc(S(=O)(=O)NCCC(=O)Nc3cccc(C)c3)ccc21
  -9	-1
[116] Nc1nc(COc2ccc(F)cc2Cl)nc(N2CCCCC2)n1
  -5	6
[117] CCO[C@@H]1OC(C(=O)N2CCCCCCC2)=C[C@H](c2ccc3c(c2)OCO3)[C@H]1CCCO
  -8	2
[118] COC(C[C@@H]1O[C@H]1[C@@H](O)[C@@H](C)OCc1ccccc1)OC
  4	-7
